Screening data: PubChem, several laboratories
Yeast lifespan up = yeast lifespan extension | 0.68% of 130,000 active | inhibition of the nicotinamide effect, % at 10 µM | S. cerevisiae growth with nicotinamide, OD615; deaD strain in restrictive glucose medium;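 active = inhibition above a set limit, placed 3 SD over the median of all compounds, cut at about 26% in these data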;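 also: 0% = nicotinamide-treated wells and 100% = cells grown without nicotinamide; some compounds called inactive have numbers as strong as hits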
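Material: Modified budding yeast, DeaD strain | Medium: Restrictive glucose medium | Probe or stimulus: 1.5 mM nicotinamide | Dosing: Single dose 10 µM compound, 0.25% DMSO | Times: 48 h at 30 °C | Technique: OD615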
NPY-Y2 antag = blocks the human neuropeptide Y Y2 receptor | NPY-Y2 expressing cells, antagonist mode | AID 793 | inhibition, % at 2.7 µM | 0.99% of 140,000 active | P49146; in the data active = inhibition above about 17%;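 also: 0% = vehicle with agonist challenge and 100% = reference antagonist with challenge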
Target sequence (P49146 whole entry, looked up): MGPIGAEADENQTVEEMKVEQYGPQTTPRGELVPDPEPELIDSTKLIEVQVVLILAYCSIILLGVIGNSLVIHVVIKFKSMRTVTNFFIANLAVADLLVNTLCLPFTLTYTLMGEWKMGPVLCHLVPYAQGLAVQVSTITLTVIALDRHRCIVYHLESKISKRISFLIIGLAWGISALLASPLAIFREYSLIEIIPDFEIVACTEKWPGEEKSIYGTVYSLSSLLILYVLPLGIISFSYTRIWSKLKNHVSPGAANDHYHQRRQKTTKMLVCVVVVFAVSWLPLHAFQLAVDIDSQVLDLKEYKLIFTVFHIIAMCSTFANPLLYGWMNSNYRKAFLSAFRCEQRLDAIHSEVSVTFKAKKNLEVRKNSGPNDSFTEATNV
bCat KO growth = beta-catenin-lacking colon tumor cell growth suppression; HCT116 beta-catenin knockout viability, CellTiter-Glo, 60 h; active compounds read low; viability, % at 10 µM; 1.5% of 140,000 active; AID 818;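 active = viability at or under a set limit, the compound median less 4 SD, cut at about 6% in these data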;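 also: 0% = Hyamine 1622 control at 20 µM and 100% = untreated cell control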
Yeast growth inh = reduces growth of yeast BB579 in restrictive medium. S. cerevisiae BB579 growth, OD615, 48 h. inhibition, % at 10 µM. 0.51% of 140,000 active;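 active = inhibition above a set limit, 3 SD over the mean compound inhibition, cut at about 44% in these data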; also: inactives centre near -24
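test system = yeast BB579 (DeaD) | buffer or medium = restrictive CSMM-D medium | doses = single compound dose of 10 µM, 0.25% DMSO final | times = 4 h preincubation and 48 h exposure at 30 °C | technique = culture absorbance at 615 nm | benchmarks = amphotericin B 10 µg/mL, positive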
PTEN del growth = growth suppressors of cells with PTEN tumor suppressor deletion; HCT116 PTEN-null viability, CellTiter-Glo, 60 h; active compounds read low; viability, % at 10 µM; 1.2% of 140,000 active;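 active = viability at or below a set limit, 4 SD under the median of all tested compounds, cut at about 3.7% in these data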;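 also: PTEN knockout HCT116 line with beta catenin targeted HCT116 as companion control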
MRP-1 activ = activates MRP-1. 0.61% of 140,000 active. H69AR cells + doxorubicin, viability rescue, CellTiter-Glo. viability increase, % at 10 µM;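 active = viability gain under doxorubicin at or above a set limit, the compound median plus 3 SD, cut at about 4.7% in these data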;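 also: MRP-1 overexpressing cells given doxorubicin 25 µM after compound pretreatment; 18-22 h compound pretreatment then 72 h with doxorubicin before readout; 0% = doxorubicin-only wells and 100% = vehicle-treated cells without doxorubicin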
Phagocytosis inh = inhibitors of macrophage phagocytosis. J774A.1 macrophage IgG-bead phagocytosis, imaging. inhibition, % at 5 µM. 0.07% of 110,000 active. AID 1029;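 active = inhibition above the mean of the plate negative controls plus 5 SD, cut at about 13% in these data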;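 also: phagocytic index as fraction of beads internalized from green versus red external bead signal; plate controls were DMSO negative control for no effect and cytochalasin-D positive control for full effect; some results beyond the cut were filed as inactive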
GALR2 blocker = GALR2 (human) receptor antagonism; AID 828; GALR2-expressing cells, antagonist mode; 0.39% of 140,000 active; inhibition, % at 4 µM; in the data active = inhibition above about 27%;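 also: cells stimulated with galanin 1-16 at roughly its EC80; 0% = agonist challenge control and 100% = basal control without agonist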
Target sequence (O43603 whole entry, looked up): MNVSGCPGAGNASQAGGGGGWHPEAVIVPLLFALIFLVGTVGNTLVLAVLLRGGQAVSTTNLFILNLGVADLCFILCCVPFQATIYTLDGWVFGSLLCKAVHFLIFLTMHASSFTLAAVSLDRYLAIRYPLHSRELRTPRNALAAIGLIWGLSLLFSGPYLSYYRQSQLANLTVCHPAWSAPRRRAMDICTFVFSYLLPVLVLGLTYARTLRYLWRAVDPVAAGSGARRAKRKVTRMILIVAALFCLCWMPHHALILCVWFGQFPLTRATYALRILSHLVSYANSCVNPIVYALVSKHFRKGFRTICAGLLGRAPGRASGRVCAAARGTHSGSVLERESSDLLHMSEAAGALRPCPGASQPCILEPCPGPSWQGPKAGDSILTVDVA
E-sel TNF inh = blocks E-selectin expression induced by TNF alpha. 0.71% of 120,000 active. inhibition, % at 2 µM. HUVEC TNFa-induced E-selectin immunofluorescence, high content;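 active = inhibition above the batch mean plus 3 SD, and confirmed as a hit on visual image review, cut at about 43% in these data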;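 also: 0% = TNF-stimulated DMSO wells and 100% = unstimulated control wells; not every result past the cut was called active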
Measles CPE = protection of cells from measles virus. Measles virus-infected cells, CPE protection, absorbance. protection (pct of control), % at 4 µM. 1.5% of 140,000 active. AID 841; in the data active = protection mostly above about 24%, no sharp cut-off; inactive = mostly below about 26%; also: some compounds called inactive have numbers as strong as hits
Active calls of the source: *; · = no result given.

Every second line gives: Yeast lifespan up	NPY-Y2 antag	Yeast growth inh	PTEN del growth	MRP-1 activ	GALR2 blocker	bCat KO growth	E-sel TNF inh	Measles CPE	Phagocytosis inh
- COc1ccc(-c2cn3c(C)c(C(=O)Nc4cccc(NC(C)=O)c4)sc3n2)cc1
 : -21.8	3.0	-51.5	65.7	-5.3	12.7	51.9	5.2	14.2	·
- Nn1c(SCC(=O)N2CCCCCC2)nnc1-c1ccncc1
 : -9.2	-1.7	4.7	104.7	-1.4	-18.1	96.8	-7.5	8.3	2.6
- O=C(Nc1ccccc1Br)C(=O)N1CCCC1
 : -0.9	1.5	11.8	88.8	-1.9	3.9	91.6	·	3.9	-11.8
- CCCCSc1nc(O)c(C2OC(=O)c3c2ccc(OC)c3OC)c(=O)n1C (stereo not given)
 : 60.9*	4.4	-37.5	105.0	-3.0	6.4	95.3	-29.7	3.1	-0.7
- O=C(c1ccc(COc2ccc(F)cc2)o1)n1cccn1
 : -15.9	2.8	9.7	86.9	0.6	-4.9	95.8	-2.1	6.0	·
- CC(C)(C)n1nc2c(c1NC(=O)Cc1cccc3ccccc13)CS(=O)C2 (stereo not given)
 : -5.7	-1.1	15.9	93.7	-0.2	-9.7	104.5	-14.6	32.4	1.1
- O=C1c2ccsc2SCCN1Cc1ccc(Cl)cc1
 : 13.3	5.0	28.8	86.2	-3.3	9.5	84.8	5.5	33.4	1.8
- CCCc1cc(NCC2CCCO2)n2c(nc3ccccc32)c1C#N (stereo not given)
 : -3.4	5.3	-2.2	84.6	-5.1	-1.8	88.6	2.9	13.2	-1.7
- COc1ccc(S(=O)(=O)N2CCc3ccccc3C2)cc1OC
 : -3.5	0.8	5.1	88.5	-2.6	2.8	94.9	4.9	10.5	·
- N#Cc1ccsc1NC(=O)COc1ccc(-c2nnco2)cc1
 : ·	0.0	-21.1	98.3	-2.2	6.5	96.7	-1.8	5.4	-0.7
- Cc1c(C#N)sc2nc(-c3ccccc3)nc(N3CCCC3)c12
 : -10.2	3.8	-63.7	105.7	-0.7	14.4	95.8	-20.4	6.3	1.3
- Cc1ccc(N=Cc2c(O)n(-c3nccs3)c(=O)c3ccccc23)c(C)c1
 : 6.7	2.4	-32.2	88.9	1.6	1.3	85.4	·	4.1	·
- COCc1cc(C)nc(OCC(=O)N/N=C/c2cc(C)n(-c3c(C)cccc3C)c2C)c1C#N
 : -8.9	3.3	-10.8	83.3	-4.2	-7.3	87.9	-2.8	1.1	-0.2
- O=S(=O)(c1cccc2nsnc12)N1CCN(C/C=C/c2ccccc2)CC1
 : 0.8	1.9	-22.9	81.1	-3.8	4.4	93.7	-17.9	21.4	-0.6
- COc1ccc(C)cc1NC(=O)C1CCCN(S(=O)(=O)c2cnc[nH]2)C1 (stereo not given)
 : -5.0	3.0	27.8	91.5	-2.7	-3.7	95.6	3.1	30.7	0.3
- CCc1ccc(-c2nc(CN3CCC(C(=O)NCCN(CC)c4ccccc4)CC3)c(C)o2)cc1
 : -15.6	4.0	-42.0	1.7*	-3.1	-1.9	1.9*	-23.1	·	-0.7
- O=C(O)c1cc(S(=O)(=O)NCc2ccco2)c(Cl)cc1Cl
 : -1.8	1.8	-26.6	95.9	-3.5	5.0	102.3	-15.4	6.3	0.7
- CN(C)c1ccc(/C=C2/SC(=O)N(CCN=C3NS(=O)(=O)c4ccccc43)C2=O)cc1
 : 4.0	6.2	-30.7	80.7	-2.2	7.7	69.9	-27.4	3.4	-14.1
- Cc1c(C(=O)OCC(=O)N2CC(=O)Nc3ccccc32)oc2ccccc12
 : -10.7	4.6	-22.6	102.9	0.8	6.0	100.0	-6.0	13.2	-0.9
- COc1ccccc1NC(=O)c1ccc(S(=O)(=O)N2CCOCC2)cc1
 : -11.4	-0.1	-25.5	93.1	-4.0	3.0	95.5	·	7.3	-0.8
- O=C(Nc1ccc(Br)cc1)c1ccccc1CC[N+](=O)[O-]
 : -5.3	-2.3	-35.8	106.1	-0.9	1.4	92.3	2.7	11.1	-0.4
- CCOC(=O)N1CCN(C(=O)CCCn2c(=S)[nH]c3ccc(Br)cc3c2=O)CC1
 : -4.8	1.3	-21.9	81.5	-3.2	8.6	85.4	-15.0	9.5	·
- COc1ccc(S(=O)(=O)NCCSC(C)(C)C)cc1
 : 4.0	0.0	-3.2	108.0	-0.8	1.1	94.6	5.5	22.2	-0.7
- O=C(COC(=O)C1CCN(S(=O)(=O)c2ccc3c(c2)OCCO3)CC1)Nc1cc(C(F)(F)F)ccc1Cl
 : -7.5	2.5	-22.5	95.3	0.7	-1.4	89.8	-47.0	6.9	1.6
- C/C(=N\NC(=O)c1nn(C)cc1Br)c1cccc(NC(=O)C2CCCC2)c1
 : -6.7	2.6	-27.6	99.8	-1.1	5.3	89.2	-16.9	0.4	2.1
- Cc1ccc(NC(=S)/N=C(\N)Nc2nc(C)c3ccccc3n2)cc1C
 : -4.9	7.3	-22.3	53.9	-3.3	-0.8	66.8	·	3.2	·
- CCN(CC)S(=O)(=O)c1ccc(OC)c(NC(=O)c2cc([N+](=O)[O-])ccc2Cl)c1
 : -3.3	-1.7	-27.3	92.8	-2.9	6.0	89.7	8.7	7.2	·
- CCOc1ccc(CC(C(N)=O)C(N)=O)cc1CN(C)C
 : -9.3	-0.5	1.1	102.7	-2.7	4.1	99.8	·	14.5	·
- CN1CCN(c2ccccc2NC(=O)c2ccc(OCc3ccccc3)cc2)CC1
 : -9.2	4.6	-71.9	6.4	-2.6	8.2	3.4*	-6.7	0.6	-5.7
- CC(=O)c1ccc(-n2nnnc2SCC(=O)N2CCc3ccccc3C2)cc1
 : -5.5	1.6	-11.8	97.2	-3.9	-5.4	94.2	-3.6	11.8	·

Reprinted from the results shown (2 entries):
Every second line gives: Yeast lifespan up	NPY-Y2 antag	Yeast growth inh	PTEN del growth	MRP-1 activ	GALR2 blocker	bCat KO growth	E-sel TNF inh	Measles CPE	Phagocytosis inh
- CN1CCN(c2ccccc2NC(=O)c2ccc(OCc3ccccc3)cc2)CC1
 : -9.2	4.6	-71.9	6.4	-2.6	8.2	3.4*	-6.7	0.6	-5.7
- CC(=O)c1ccc(-n2nnnc2SCC(=O)N2CCc3ccccc3C2)cc1
 : -5.5	1.6	-11.8	97.2	-3.9	-5.4	94.2	-3.6	11.8	·

More compounds follow.
Every second line gives: Yeast lifespan up	NPY-Y2 antag	Yeast growth inh	PTEN del growth	MRP-1 activ	GALR2 blocker	bCat KO growth	E-sel TNF inh	Measles CPE	Phagocytosis inh
- CCOc1ccccc1-c1cc(C(=O)N/N=C/c2ccc(O)c(OC)c2)c2ccccc2n1
 : -2.6	9.9	-47.4	66.7	0.1	23.0	64.7	·	12.8	-0.5
- O=C(COC(=O)CCCCCN=C1NS(=O)(=O)c2ccccc21)Nc1ccc(Cl)c(Cl)c1
 : -1.6	1.3	-44.1	92.0	-1.7	-16.7	87.8	1.5	3.9	-5.2
- CCOC(=O)Cc1ccc2sc(-c3ccccc3)nc2c1
 : -6.5	4.5	-28.8	88.9	-2.3	-0.2	78.7	21.8	12.5	-2.1
- O=C(c1cccnc1NCc1ccc(F)cc1)N1CCOCC1
 : -5.5	2.1	-6.8	100.9	-0.9	5.7	113.3	-4.4	6.3	-3.4
- Cc1cccc(NC(=O)C2(C)CC3c4ccccc4C2c2ccccc23)c1 (stereo not given)
 : -0.4	11.7	-46.2	88.1	-1.8	-6.8	87.4	-42.1	4.2	·
- COc1nc(-c2ccc(C)cc2)ccc1-c1noc(-c2ccco2)n1
 : -25.8	6.6	-44.0	88.8	-1.9	-19.2	79.7	-9.0	9.6	-0.9
- CCOC(=O)c1[nH]nc(C(=O)c2ccc(Br)cc2)c1O
 : 48.5*	3.5	-35.2	89.7	-1.1	7.7	104.5	-11.3	·	0.1
- O=C(COC(=O)C1(c2ccc(Cl)cc2)CCCC1)NC1CCS(=O)(=O)C1 (stereo not given)
 : -0.5	5.2	-50.5	74.5	-2.6	-3.6	76.8	-5.2	1.6	·
- CC1(C)CC(=O)c2c(O)c(-c3ccccc3)c(=O)n(-c3ccccc3)c2C1
 : 3.1	2.0	-46.8	93.9	-1.2	-5.7	96.9	1.4	7.5	-4.2
- O=C(O)c1nn2c(c1Br)NC(c1ccccc1)CC2C(F)(F)F (stereo not given)
 : -5.2	0.7	-16.5	90.3	-0.7	10.1	84.1	·	11.6	-1.1
- Cc1ccc(NC(=S)NNC(=O)Cn2nc([N+](=O)[O-])cc2C)cc1
 : -11.5	3.5	-24.3	105.2	0.5	5.3	113.8	-29.9	26.4	-1.2
- Cc1ccc(-c2cc(C(=O)n3cnc4ccccc43)c3ccccc3n2)cc1C
 : -6.2	7.4	-5.5	91.9	-2.5	-0.4	91.8	-26.5	10.6	·
- COc1ccc2sc(N3C(=O)CC(Cc4cccc(C)c4)C3=O)nc2c1 (stereo not given)
 : -15.2	27.2*	-48.2	101.6	1.4	-5.8	102.3	-24.0	6.1	·
- CCCCn1c(O)c(/C=C2\C=NN=C2c2ccccc2)sc1=S
 : -8.1	-3.5	-31.8	46.1	4.0	-13.0	71.7	·	7.0	-7.4
- CC(=O)N(Cc1ccco1)C1(C(=O)NC2CCCC2)CCCCC1
 : -10.1	14.0	-15.2	67.3	-1.6	-1.1	69.8	-15.9	3.2	-1.1
- CC(C)(CO)N=Cc1c(O)[nH]c2ccccc12
 : 0.3	1.3	-37.7	88.9	0.3	17.4	87.4	4.7	6.7	·
- CCSC1=C(C#N)C(c2ccc(Cl)cc2)C2=C(CCCC2=O)N1 (stereo not given)
 : -2.5	-3.4	-26.6	22.8	-1.5	1.6	18.5	·	9.4	-1.2
- Oc1cc2c(cc1CN1CCN(c3cccc(C(F)(F)F)c3)CC1)CCC2
 : -1.1	0.0	-37.1	60.2	-1.2	-5.2	70.3	-37.2	2.6	·
- Clc1ccc(OCCn2ccnc2)c(Br)c1
 : -9.3	3.2	3.8	93.5	-3.3	-7.2	101.5	10.1	3.1	-0.2
- Cc1ccc(S(=O)(=O)N2CCC(C(=O)N3CCC(C(=O)NCc4cccnc4)CC3)CC2)cc1
 : -4.9	4.4	-73.5	108.6	-0.6	-3.6	100.5	-25.2	17.1	1.7
